# H9c2 TAG inh: inhibitors of triacylglycerol accumulation, primary screen, cell-based, uHTS, fluorescence, H9c2 | H9c2 cells, Nile Red lipid (TAG) fluorescence; cells loaded with 200 µM oleic acid | inhibition, % at 12.5 µM | actives 0.66% (n = 230,000) | AID 651582, 2012;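 active = pattern-corrected inhibition of lipid staining of at least 50% with the nuclear-stain viability signal not falling by more than 50%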;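 note: 0% = DMSO wells and 100% = triacsin C control wells; some results filed as inactive read as strong as hits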
# H9c2 TAG inh DAPI viability: second read-out of H9c2 TAG inh, no call of its own (marks repeat the call); DAPI nuclei signal change (viability), lower = more cytotoxic, %;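 whole-well DAPI fluorescence read on a plate reader as a viability signal; minus 50 percent equals half of cells still viable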
# * marks the source's active call; other numbers are inactive results. A portion of the library; the hit share may differ from the screen's.
# Value order – H9c2 TAG inh	H9c2 TAG inh DAPI viability
- CCNC(=O)C1(C)CCN(C(=O)c2ccc(OC)cc2)C1 (stereo not drawn)
→ 8	5
- O=C(Nc1cccc(-c2ccc(N3CCOCC3)nn2)c1)c1ccc(Cl)cc1
→ 22	6
- Cc1ccc(S(=O)(=O)Nc2ccc3c(c2)C(=O)N([C@H](C)CO)C[C@H](C)[C@@H](CN(C)C(=O)Nc2ccc(C(F)(F)F)cc2)O3)cc1
→ 7	-7
- CCCCN(C(=O)CCCc1nc2ccccc2c(=O)[nH]1)c1c(N)n(CC(C)C)c(=O)[nH]c1=O
→ 0	3
- COc1cccc(CN2CCN(Cc3ccccc3C(F)(F)F)CC2)c1
→ 0	15
- Cc1ccc(/C=N/NC(=O)c2ccncc2)s1
→ -1	-11
- Cc1ccc(NC(=S)Nc2ccc(OC(F)F)c(Cl)c2)cc1F
→ 1	-15
- CC(C)(C)/C=N/NC(=O)CNC(=O)c1ccc2c(c1)OCCO2
→ -2	-3
- O=C(Nc1ccccc1)OCc1cc(-c2ccc(Cl)cc2)on1
→ -6	0
- O=Nc1ccc(NOC(=O)c2ccccc2Br)cc1
→ 41	-7
- CC(C)(C)S(=O)N1Cc2cc(CO)ccc2[C@@H]1CCO (stereo partly drawn)
→ 13	-7
- Cc1ccc(-c2ccc(C(=O)Nc3ccccc3)o2)c2ccccc12
→ -13	11
- O=C(Nc1ccc(CN2CCCCC2)cc1)Nc1ccc(Br)cc1Cl
→ 10	27
- O=[N+]([O-])c1cc(/C=N/N2CCN(C3c4ccccc4-c4ccccc43)CC2)ccc1Cl
→ 11	-2
- Cc1ccc(C2C3=C(CC(C)(C)CC3=O)Nc3[nH]c(=S)[nH]c(=O)c32)cc1 (stereo not drawn)
→ -3	2
- COc1ccccc1NC(=O)Cn1c([N+](=O)[O-])cnc1C
→ -1	6
- COc1ccc(NC2=NCC(Cc3ccc(Br)cc3)S2)cc1 (stereo not drawn)
→ -34	17
- NC(=O)CSc1nnc(-c2ccc(O)cc2)n1Cc1ccco1
→ -26	4
- COc1ccc(OC)c(-n2c(C)nc3cc(C(=O)O)ccc32)c1
→ -7	-2
- Cc1cc(C)n2nc(C(=O)Nc3ccc(S(=O)(=O)N(C)C)cc3)nc2n1
→ 7	-2

# Additional structures:
# Value order – H9c2 TAG inh	H9c2 TAG inh DAPI viability
- CN(C)c1ccc(CNC(=O)CCc2ccc(S(=O)(=O)N3CCCCCC3)cc2)cc1
→ 1	-7
- CCCOc1ccc(C(=O)c2ccccc2C(=O)OC2CCOC2=O)cc1OCCC (stereo not drawn)
→ 9	9
- COc1ccc(S(=O)(=O)N(C)C[C@H]2OCCCC[C@@H](C)Oc3ccc(N(C)C)cc3C(=O)N([C@H](C)CO)C[C@@H]2C)cc1
→ -2	1
- CC/C(=C(/CC)c1ccc(O)cc1)c1ccc(O)cc1
→ 8	-7
- Oc1ccc2ccc3cccc[n+]3c2c1
→ -21	11
- CN(CC(=O)Nc1cccc(F)c1)C(=O)c1ccccc1Sc1ccccc1C#N
→ -16	0
- C[n+]1ccccc1/C=C1\Sc2ccccc2N1CCO
→ 2	2
- CC(C)=CC(=O)Nc1nnc(-c2cccnc2)s1
→ -1	8
- CCc1ccccc1N(CC(=O)Nc1cccnc1)S(=O)(=O)c1ccccc1
→ 1	2
- CCC(OC(=O)c1nsc(Cl)c1Cl)C(=O)NC(C)(C)C (stereo not drawn)
→ -1	-1
- O=C(CCn1cnc2ccccc2c1=O)Nc1cccc(Cl)c1Cl
→ 16	0
- CN(C)S(=O)(=O)c1cccc(NC(=O)c2cc3c(=O)n4ccccc4nc3s2)c1
→ 8	16
- C=CCNc1ncnc2c1ncn2C1OC(CO)C(O)C1O (stereo not drawn)
→ 33	-29
- CC(C)[C@H](NC(=O)OCc1ccccc1)C(=O)OCC(=O)Nc1ccc(N2CCOCC2)cc1
→ -15	-6
- CC(=O)NC(c1ccco1)c1cc(F)c2cccnc2c1O (stereo not drawn)
→ 23	-3
- C/C(=N\Nc1cccc([N+](=O)[O-])c1)c1cc2ccccc2o1
→ 12	7
- N#Cc1ccccc1S(=O)(=O)N1CCN(C(=O)CN2CCCC2c2cccs2)CC1 (stereo not drawn)
→ 11	1
- Cc1cccnc1NC(=O)c1c(O)c2ccccc2n(C)c1=O
→ -8	7
- COc1cc(OC)c(C2CC(=O)N3CN(c4ccc(C)cc4)CSC3=C2C#N)cc1OC (stereo not drawn)
→ -15	6
- CCc1ccccc1NC(=O)CN1CCN(C(=O)c2cccc(-n3cnnn3)c2)CC1
→ 3	-2

# Continuation.
# Value order – H9c2 TAG inh	H9c2 TAG inh DAPI viability
- O=C(NCc1ccc(F)cc1)c1cc(S(=O)(=O)N2CCCCC2)ccc1Cl
→ 6	-1
- O=C(CSc1nc(-c2ccco2)cc(C(F)(F)F)n1)NCCCn1ccnc1
→ 14	-10
- O=C1[C@H]2[C@H](C=CC[C@H]2C(=O)N2CCN(c3ccccc3)CC2)CCN1Cc1ccc(Cl)c(Cl)c1
→ 12	-2
- CN(C)C(=O)c1cc(-c2ccccc2)no1
→ -11	6
- COc1ccc(-c2noc(CSc3nc(N)c(-c4ccccc4)c(=O)[nH]3)n2)cc1OC
→ -2	6
- Cc1noc(C(=O)Nc2ccc3c(c2)OCO3)c1Cl
→ 6	4
- CN(C)C(=S)Nc1ccc2c(c1)OCCO2
→ -8	-1
- Cc1ccc(CONC(=O)c2ccccc2)cc1
→ 1	-1
- CCCCc1nc2cc(C(=O)N(C)C3CCOCC3)ccc2o1
→ -9	3
- COc1cccc(NC(=O)C(NC2CCCC2)c2ccccc2)c1 (stereo not drawn)
→ -18	-7
- O=C(Nc1nnc(-c2ccncc2)o1)c1ccccc1
→ -11	-2
- Cc1ccc(CNC(=O)CN(C)S(=O)(=O)c2cccs2)cc1
→ -4	5
- COc1ccc(NC(=O)Cc2ccc(Cl)cc2)cc1S(=O)(=O)N1CCCCC1
→ -39	-2
- CC1CCN(C(=O)c2ccccc2NC(=O)c2cccc(S(=O)(=O)N(C)C)c2)CC1
→ -19	3
- CCOc1ccc(C(=O)NCC(=O)NC(C)CCc2ccccc2)cc1OCC (stereo not drawn)
→ 48	-2
- COc1ccc(COC(=O)c2ccc(S(=O)(=O)N3CCCCC3)cc2)cc1OC
→ -9	5
- COc1ccc(C(CNC(=O)CCNS(=O)(=O)c2ccccc2C(F)(F)F)N2CCOCC2)cc1 (stereo not drawn)
→ 12	-1
- COc1cc(NC(=O)c2ccc3c(SCC(=O)O)c4c(nc3c2)CCCC4)cc(OC)c1OC
→ 6	-5
- Cc1ccc(-n2nnnc2SCC(=O)c2c(N)n(C3CC3)c(=O)[nH]c2=O)c(C)c1
→ 0	1
- Cc1ccc(C(=O)OCc2c(C)noc2C)cc1NC(=O)c1ccco1
→ -6	4

# Remaining list, next part.
# Value order – H9c2 TAG inh	H9c2 TAG inh DAPI viability
- CCOC(=O)c1nn(-c2ccc(F)cc2)c(=O)cc1OCC(=O)N1CCN(c2ccccc2)CC1
→ 11	0
- Cc1cccc(OCC(=O)Nc2ccc(S(=O)(=O)Nc3cc(C)nc(C)n3)cc2)c1
→ -8	2
- COc1ccc(C2N3CC4(C)CN2CC(C)(C3)C4=O)cc1OC (stereo not drawn)
→ 9	2
- CCOc1ccccc1NC(=O)Nn1cnnc1
→ 4	0
- O=S(=O)(/N=C/N1CCOCC1)c1ccc(Cl)cc1
→ 4	6
- COc1ccc(C(=O)N/C(=C\c2cccc3ccccc23)C(=O)N2CCN(C)CC2)cc1OC
→ 3	-3
- COC(=O)c1cccc(NC(=O)c2nn(C)c(=O)c3ccccc23)c1
→ -1	3
- OC1CN=C2Sc3ccccc3N2C1 (stereo not drawn)
→ 1	0
- COc1ccc(C(CNC(=O)c2cccc(S(=O)(=O)Nc3ccccc3Cl)c2)N2CCOCC2)cc1 (stereo not drawn)
→ 3	5
- Cc1cccc(-c2ccc3ncnc(NCc4cccs4)c3c2)c1
→ -34	1
- Cc1ccccc1-c1n[nH]c(=S)n1Cc1ccccc1
→ 0	-3
- CCN(Cc1ccccc1)C(=O)COC(=O)Cc1c[nH]c2ccccc12
→ -18	-3
- COc1ccc(Br)cc1CN1CCN(C(=O)c2ccc(OC)c(OC)c2)CC1
→ -2	8
- Cc1onc(-c2ccccc2Cl)c1C(=O)O/N=C(\N)c1ccc([N+](=O)[O-])o1
→ 12	-1
- Cc1sc2ncnc(N3CCCC(C)C3)c2c1C (stereo not drawn)
→ -8	4
- Cc1[nH]c(=O)n(C(C)C)c(=O)c1Br
→ 4	1
- CC[C@@H]1C(c2ccccc2)=NN(c2ccc(Br)cc2)[C@H]1C(=O)N1CCOC1=O
→ 2	41
- CN(C)c1ccc(CN2CCC(C(=O)NC(c3ccc(Cl)cc3)c3cnccn3)CC2)cc1 (stereo not drawn)
→ 3	-6
- COC(=O)C1=C(N)Oc2cc(C)n(Cc3ccncc3)c(=O)c2C1c1cccnc1 (stereo not drawn)
→ -5	-2
- CC(=O)c1cccc(NC(=O)CN2CCN(Cc3ccccc3)CC2)c1
→ -8	-10

# (further entries)
# Value order – H9c2 TAG inh	H9c2 TAG inh DAPI viability
- Clc1ccc2[nH]c3c(NCCCN4CCOCC4)ncnc3c2c1
→ -1	25
- O=C(O)Cn1c(P(=O)(O)c2ccccc2)nc2ccccc21
→ -9	4
- Cc1ccc(C(=O)COC(=O)c2ccc3c(c2)C(=O)N(c2cccc4ncccc24)C3=O)cc1C
→ -4	-3
- CCOC(=O)CNc1ncc(C(F)(F)F)cc1Cl
→ 14	-11
- COC1=C/C(=C/c2c(O)c(C#N)c3ccccn23)C=CC1=O
→ -12	7
- CCN(CC(=O)Nc1ccc(NC(C)=O)cc1)C(=O)COc1ccccc1-c1ccccc1
→ -3	-1
- CC(/C=C/c1ccccc1)=N\NC(=O)CCc1ccccc1
→ -15	3
- O=C(Nc1ccc(S(=O)(=O)N2CCOCC2)cc1)C1CCN(S(=O)(=O)c2ccc(F)cc2)CC1
→ 9	-4
- CN(C(=O)CN(c1ccccc1)S(=O)(=O)c1ccc(F)cc1)C1CCS(=O)(=O)C1 (stereo not drawn)
→ -18	5
- CC(=O)c1nn(-c2ccc(Cl)cc2)cc1C(=O)c1ccc(C)cc1
→ 0	-9
- COc1ccc(NS(=O)(=O)c2cc(NC(=O)COc3ccc(OC)cc3)ccc2N2CCOCC2)cc1
→ -29	2
- CC(C)(C)[C@H]1C=C(C(N)=O)O[C@@H](OCCCCO)C1
→ 9	-3
- COc1ccc(CNC(=O)c2c(C)oc3c2C(=O)c2ccccc2C3=O)cc1
→ 101*	-43*
- COc1ccc(CCC(=O)N/N=C/c2ccc3c(c2)OCO3)cc1
→ -3	6
- COc1ccc(NC(=O)CO/N=C/C(=O)Nc2ccccc2C)c([N+](=O)[O-])c1
→ -13	0
- COc1ccc(C(=O)O/N=C(\N)Cc2ccc(Cl)cc2)cc1OC
→ -6	-9
- O=C(NCCc1ccccc1)C(=O)Nc1ccc([N+](=O)[O-])cc1
→ -9	-11
- COCCNC(=O)CSCc1nc(-c2ccc(SC)cc2)oc1C
→ -7	3
- CCNc1c(C(=O)O)ccc2c1C(=O)c1ccccc1C2=O
→ -7	5
- O=C(O)c1ccccc1C(=O)NCCc1ccc(Cl)cc1
→ -14	3

# Compounds shown so far that have a cyano group, in the order listed:
# Value order – H9c2 TAG inh	H9c2 TAG inh DAPI viability
- CN(CC(=O)Nc1cccc(F)c1)C(=O)c1ccccc1Sc1ccccc1C#N
→ -16	0
- N#Cc1ccccc1S(=O)(=O)N1CCN(C(=O)CN2CCCC2c2cccs2)CC1 (stereo not drawn)
→ 11	1
- COc1cc(OC)c(C2CC(=O)N3CN(c4ccc(C)cc4)CSC3=C2C#N)cc1OC (stereo not drawn)
→ -15	6
- COC1=C/C(=C/c2c(O)c(C#N)c3ccccn23)C=CC1=O
→ -12	7

# Carrying on.
# Value order – H9c2 TAG inh	H9c2 TAG inh DAPI viability
- O=C(Nc1cccc(S(=O)(=O)N2CCCC2)c1)c1ccc(Cl)nc1
→ -9	-4
- CC(C)CCOc1ccc(C(=O)NNC(=O)CNC(=O)c2ccccc2F)cc1
→ 4	1
- COc1ccc(OC(=O)N(C)C[C@@H]2OCc3cn(nn3)CCCC(=O)N([C@@H](C)CO)C[C@H]2C)cc1
→ 5	-1
- CC(OC(=O)c1cccnc1Cl)C(=O)Nc1ccc2c(c1)OCCO2 (stereo not drawn)
→ -4	-6
- COc1ccc(C(=O)Nc2cc(=O)[nH]c3ncnn23)cc1
→ 0	-2
- Cc1ccc(C)c(N(C(=O)CS(=O)CC(=O)Nc2ccc3c(c2)OCO3)C(C)C(=O)NC2CCCC2)c1 (stereo not drawn)
→ 4	4
- O=[N+]([O-])c1ccc(NC2CCCCC2)nc1
→ -11	0
- O=C(/C=C\c1cn(-c2ccccc2)nc1-c1ccc2c(c1)OCCO2)N1CCOCC1
→ 19	-13
- N#Cc1cnn2c(-c3cccc([N+](=O)[O-])c3)ccnc12
→ 16	-1
- CCNc1nc(SCC(=O)OC)nc(N(C)C)n1
→ 2	1
- Cc1cccc(NC(=O)CN2C(=O)c3ccccc3C2=O)c1C
→ -6	3
- Cc1ccc(C(=O)NCC(c2ccc(F)cc2)N2CCOCC2)cc1S(=O)(=O)N1CCOCC1 (stereo not drawn)
→ -3	-10
- COC(=O)CSc1nc(NC(C)C)nc(N2CCOCC2)n1
→ 0	7
- COc1cc2ccccc2cc1C(=O)N1CCN(c2ccccc2O)CC1
→ -1	-7
- COc1ccc(S(=O)(=O)NCc2ccc(F)cc2)cc1OC
→ 2	9
- COc1ccc(CCC(=O)OCC(=O)c2cccc(OC)c2)cc1
→ 6	-1
- Cc1cc(C)c(NC(=O)CNC(=O)COC(=O)Cc2ccccc2C)c(C)c1
→ -1	6
- Cc1ccc(S(=O)(=O)CCC(=O)OCC(=O)Nc2cc(C)on2)cc1
→ -12	6
- Cc1ccccc1C(=O)N1CCC(C(=O)NN2C(=O)NC3(CCC(C)CC3)C2=O)CC1 (stereo not drawn)
→ 23	-5
- CCn1nccc1C(=O)Nc1cc(Cl)ccc1Cl
→ 14	-4

# Bioassay records (PubChem)
